Screens from PubChem.
CHO parental Ca – counter-screen for OX1R antagonists: effect in parental CHO cells. parental CHO-K1, ATP-induced calcium, Fluo-8 fluorescence. inhibition, % at 5.6 µM. 0.63% of 330,000 active;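 active means inhibition above that plate's mean sample inhibition plus 3 SD, cut at about 26% in these data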;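 further: 0% = ATP-challenged DMSO wells and 100% = DMSO wells without ATP; some compounds past the cut are filed as inactive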
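Material: parental CHO cells / Compound: single nominal dose of 5.6 µM per compound / Signal: Fluo-8 fluorescence / Replicates: singlicate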
CHO-K1 Ca antag – M1 antagonist counterscreen hit in parental CHO-K1 cells; ATP-induced calcium, Fluo-8 fluorescence; inhibition, % at 3 µM; 0.6% of 360,000 active; AID 602250;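 active means inhibition above a per-plate cutoff, the plate's mean sample inhibition plus 3 SD, cut at about 24% in these data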;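 further: 0% = DMSO plus EC80 ATP and 100% = DMSO alone without ATP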
CHRM1 agonist – human M1 muscarinic receptor agonism; AID 588814; P11229; activation, % at 3 µM; 0.33% of 360,000 active; CHO-K1 hM1, Fluo-8 calcium fluorescence, agonist mode; 0% DMSO, 100% acetylcholine EC100;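 active means activation above the run's mean compound activation plus 3 SD, cut at about 16% in these data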;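 further: peak over basal fluorescence ratio within a 140 s kinetic read after compound addition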
Target sequence (P11229 whole entry, looked up): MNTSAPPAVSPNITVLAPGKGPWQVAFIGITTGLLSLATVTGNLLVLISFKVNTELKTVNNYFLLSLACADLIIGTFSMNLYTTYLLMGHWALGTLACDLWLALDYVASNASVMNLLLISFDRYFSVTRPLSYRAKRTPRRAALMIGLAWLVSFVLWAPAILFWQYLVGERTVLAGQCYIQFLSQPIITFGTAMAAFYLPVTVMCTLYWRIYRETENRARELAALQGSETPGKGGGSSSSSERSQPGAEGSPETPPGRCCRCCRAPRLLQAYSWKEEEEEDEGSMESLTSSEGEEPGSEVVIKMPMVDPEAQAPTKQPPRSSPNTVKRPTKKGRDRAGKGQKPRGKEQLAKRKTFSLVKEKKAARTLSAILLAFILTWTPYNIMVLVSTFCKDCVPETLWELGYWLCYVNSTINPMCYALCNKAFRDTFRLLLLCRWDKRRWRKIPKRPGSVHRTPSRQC
TAAR1 antagonist – human TAAR1 antagonism. 1.5% of 360,000 active. Q96RJ0. CHO RD-HGA16 TAAR1, Fluo-8 calcium fluorescence, antagonist. inhibition, % at 3 µM;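 active means inhibition above a per-plate cutoff, the mean inhibition of test compounds on that plate plus 3 SD, cut at about 49% in these data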;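 further: 0% = DMSO plus EC80 beta-PEA response and 100% = DMSO alone without agonist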
Target sequence (Q96RJ0 whole entry, looked up): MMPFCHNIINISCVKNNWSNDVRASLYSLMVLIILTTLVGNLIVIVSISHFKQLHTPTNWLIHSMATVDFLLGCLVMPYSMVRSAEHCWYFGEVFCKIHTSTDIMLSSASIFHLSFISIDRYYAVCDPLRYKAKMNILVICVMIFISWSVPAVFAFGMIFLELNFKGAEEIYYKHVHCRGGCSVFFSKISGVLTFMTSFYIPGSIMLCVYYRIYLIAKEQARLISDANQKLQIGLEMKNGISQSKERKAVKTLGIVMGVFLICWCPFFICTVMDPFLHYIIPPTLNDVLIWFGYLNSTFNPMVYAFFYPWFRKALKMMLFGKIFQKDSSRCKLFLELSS
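System: CHO RD-HGA16 cells bearing hTAAR1. Reagent: EC80 β-phenethylamine stimulus. Schedule: seeding 17-24 h prior, 75-min 37 °C, 30-min RT dye loading. Signal: Fluo-8 intracellular calcium dye fluorescence, real-time kinetic reads. Read-out: % inhibition from peak post-agonist over basal fluorescence ratio. Benchmarks: vehicle wells and EC80 agonist wells. Replicates: n of 1.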
CHRM1 antagonist – human CHRM1 antagonism; 1.3% of 360,000 active; CHO-K1 hM1, Fluo-8 calcium fluorescence, ACh EC80 antagonist; P11229; inhibition, % at 3 µM;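 active means percent inhibition above its own plate's cutoff, namely the mean of that plate's compound wells plus 3 SD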;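 further: peak over basal fluorescence ratio during 140 s after agonist addition; 0% = ACh EC80 plus DMSO and 100% = DMSO alone without agonist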
CHO-K1 Ca PAM – M1 PAM counterscreen hit in parental CHO-K1 cells; ATP EC20, Fluo-8 calcium fluorescence; 0% at ATP EC20, 100% at ATP max; activation, % at 3 µM; 0.02% of 360,000 active; AID 602247;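 active means activation above the run cutoff, the mean activation of all test compounds plus 3 SD, cut at about 40% in these data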;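 further: peak over basal fluorescence ratio in a 140 s read after ATP addition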
CHRM1 PAM – human CHRM1 positive allosteric modulation. P11229. CHO-K1 hM1, Fluo-8 calcium fluorescence, ACh EC20; 0% = ACh EC20, 100% = maximal ACh. activation, % at 3 µM. 0.088% of 360,000 active. AID 588819; in the data active means activation above about 19%, passing the limit was not always enough
TAAR1 ag – agonists of human TAAR1; activation, % at 3 µM; Q96RJ0; CHO RD-HGA16 TAAR1, Fluo-8 calcium fluorescence; vehicle wells 0%, saturating PEA agonist 100%; 0.99% of 360,000 active;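 active means activation above the mean activation of all test compounds in the run plus 3 SD, cut at about 38% in these data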
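Test system: RD-HGA16 (CHO) cells co-expressing Gα16 and hTAAR1 | Doses: Single dose, 3 µM | Schedule: 17-24 h seeding, 75 min 37 °C dye, 30 min RT | Evaluation: % activation from peak over basal fluorescence ratio, DMSO-to-PEA scaled | Technique: Kinetic Fluo-8 calcium fluorescence | Benchmarks: Low control DMSO, high control PEA (EC100)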
CHO-K1 Ca ag – counter-screen for M1 agonists: effect in parental CHO-K1 cells | activation, % at 3 µM | Fluo-8 calcium fluorescence; scaled to maximal ATP response, vehicle zero | 0.48% of 360,000 active; in the data active means activation above about 15%;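 further: untransfected CHO-K1 host cells lacking M1 receptor as counterscreen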
* marks the source's active call; other numbers are inactive results; / = not tested or not shown.

The opening 9 entries (preview)
#1 CN(C)CCNc1c2c(nc3nnnn13)CCCC2
#2 CC(=O)C1=C(O)C(=O)N(CCc2c[nH]c3ccccc23)C1c1ccc(C)cc1 (stereo not given)
#3 N=c1sccn1CC(=O)Nc1ccccc1Cc1ccccc1
#4 COc1ccccc1NC(=O)C(NC(=O)OC(C)(C)C)C(C)OCc1ccccc1 (stereo not given)
#5 COC(=O)C1CCN(c2nc3ccccc3nc2C(C#N)C(=O)NCCc2ccccc2)CC1 (stereo not given)
#6 O=C(N/N=C/c1cccc([N+](=O)[O-])c1)c1cnccn1
#7 CCCCNC(=O)CN(c1ccc(Cl)c(Cl)c1)S(C)(=O)=O
#8 Cc1nc(NCc2ccc3c(c2)OCO3)c2oc3ccccc3c2n1
#9 NC(=O)C1CCN(C(=O)C2CCC(=O)N(C3CCCCCC3)C2)CC1 (stereo not given)
Compound	1	2	3	4	5	6	7	8	9
CHO parental Ca	-11	-1	-3	-22	-20	-2	0	-13	-11
CHO-K1 Ca antag	-8	-6	-7	-17	-1	1	-1	-15	-7
CHRM1 agonist	-8	-3	-5	-8	-2	-3	-4	-8	-2
TAAR1 antagonist	-16	-1	6	/	-11	-7	-13	-11	-22
CHRM1 antagonist	-12	-1	-9	-9	-3	-2	-1	8	-11
CHO-K1 Ca PAM	10	17	17	29	17	3	12	6	-7
CHRM1 PAM	8	8	7	3	5	1	3	-8	9
TAAR1 ag	2	1	10	/	7	1	1	-1	2
CHO-K1 Ca ag	0.7	1.1	0.3	0.3	0.3	-0.2	3.7	8.8	0.2

Results (from the top)
#1 CN(C)CCNc1c2c(nc3nnnn13)CCCC2
#2 CC(=O)C1=C(O)C(=O)N(CCc2c[nH]c3ccccc23)C1c1ccc(C)cc1 (stereo not given)
#3 N=c1sccn1CC(=O)Nc1ccccc1Cc1ccccc1
#4 COc1ccccc1NC(=O)C(NC(=O)OC(C)(C)C)C(C)OCc1ccccc1 (stereo not given)
#5 COC(=O)C1CCN(c2nc3ccccc3nc2C(C#N)C(=O)NCCc2ccccc2)CC1 (stereo not given)
#6 O=C(N/N=C/c1cccc([N+](=O)[O-])c1)c1cnccn1
#7 CCCCNC(=O)CN(c1ccc(Cl)c(Cl)c1)S(C)(=O)=O
#8 Cc1nc(NCc2ccc3c(c2)OCO3)c2oc3ccccc3c2n1
#9 NC(=O)C1CCN(C(=O)C2CCC(=O)N(C3CCCCCC3)C2)CC1 (stereo not given)
#10 CC(C)N(C(=O)COC(=O)c1ccccc1C(=O)c1ccc(Cl)c([N+](=O)[O-])c1)C(C)C
Compound	1	2	3	4	5	6	7	8	9	10
CHO parental Ca	-11	-1	-3	-22	-20	-2	0	-13	-11	-14
CHO-K1 Ca antag	-8	-6	-7	-17	-1	1	-1	-15	-7	-7
CHRM1 agonist	-8	-3	-5	-8	-2	-3	-4	-8	-2	-16
TAAR1 antagonist	-16	-1	6	/	-11	-7	-13	-11	-22	18
CHRM1 antagonist	-12	-1	-9	-9	-3	-2	-1	8	-11	-2
CHO-K1 Ca PAM	10	17	17	29	17	3	12	6	-7	6
CHRM1 PAM	8	8	7	3	5	1	3	-8	9	-10
TAAR1 ag	2	1	10	/	7	1	1	-1	2	0
CHO-K1 Ca ag	0.7	1.1	0.3	0.3	0.3	-0.2	3.7	8.8	0.2	3.2

#11 CCCCN(C(=O)c1cc2ccccc2o1)c1c(N)n(CCCC)c(=O)[nH]c1=O
#12 CCOc1ccc(C(=O)C(c2ccccc2)N2CCOCC2)cc1 (stereo not given)
#13 COc1ccc(-n2c(SCC(=O)O)nc3sc4c(c3c2=O)CCC4)cc1
#14 S=C(Nc1ccccc1)N1CCCCCCC1
#15 CC(=O)c1c(C)[nH]c(C(=O)OCC(=O)Nc2c(C)cccc2C)c1C
#16 CCC(=O)N1CCc2cc(Br)cc(S(=O)(=O)NCCCN(CC)Cc3ccccc3)c21
#17 COc1ccc([C@H]2C[C@@H](n3cc(COC(=O)c4ccccc4)nn3)[C@H](O)CN2CC2CCCCC2)cc1
#18 Cn1c(=O)c2c(ncn2CCN(CCO)Cc2ccccc2)n(C)c1=O
#19 COc1ccc(OC)c(Nc2nc(NCc3ccco3)nc(N)c2[N+](=O)[O-])c1
#20 CCOc1ccc(NC(=O)CN(C)C(=O)c2cccc(S(=O)(=O)N3CCN(C)CC3)c2)cc1OCC
Compound	11	12	13	14	15	16	17	18	19	20
CHO parental Ca	-26	-12	-9	8	-7	-36	/	1	-37	/
CHO-K1 Ca antag	-23	20	-6	-10	-8	-11	-1	11	-11	-14
CHRM1 agonist	-4	-3	-10	-9	10	-13	-1	-4	4	-7
TAAR1 antagonist	8	2	15	-2	2	-7	3	3	-12	-5
CHRM1 antagonist	-12	5	-3	-3	4	4	-7	-4	-7	-14
CHO-K1 Ca PAM	20	-3	21	24	-1	-17	3	-7	26	11
CHRM1 PAM	10	-1	10	3	11	-7	2	4	17	11
TAAR1 ag	3	0	5	2	19	-4	1	18	13	5
CHO-K1 Ca ag	0.6	0.1	-0.1	2.2	6.0	-1.1	0.2	-0.3	1.6	0.1

#21 CCOc1cc(C(=S)N2CCOCC2)ccc1O
#22 Cc1ccc2ncccc2c1NS(=O)(=O)c1ccccc1
#23 CCc1nnc(SCc2ccc(C(=O)OC)o2)n1N
#24 Cc1c(NC(=O)c2ccc(N3CCCC3)c([N+](=O)[O-])c2)cccc1-c1nc2ccccc2s1
#25 CCC(NC(=O)c1ccc(C#CC2(O)CCCCC2)cc1)C(=O)O (stereo not given)
#26 NC(=O)c1ccc(Sc2nnc(-c3cccs3)n2CC2CCCO2)c([N+](=O)[O-])c1 (stereo not given)
#27 C=CCNC(=O)C1CC2Cn3c(nc4cc(Cl)c(Cl)cc43)C2N1C (stereo not given)
#28 COc1ccc(C(C#N)CC(=O)c2ccc3c(c2)OCO3)cc1OC (stereo not given)
#29 CC1(C(=O)NNC(=O)c2cccc([N+](=O)[O-])c2)CC1(Br)Br (stereo not given)
#30 CC(NC(=O)c1cccnc1)C(c1cccs1)N1CCN(c2ccccc2F)CC1 (stereo not given)
Compound	21	22	23	24	25	26	27	28	29	30
CHO parental Ca	3	-4	-11	-7	3	-10	0	/	-23	-27
CHO-K1 Ca antag	-3	1	-2	-10	13	-2	-16	17	-18	-2
CHRM1 agonist	-2	-1	-2	-3	-5	-5	-5	-2	-3	0
TAAR1 antagonist	12	-14	-7	0	15	-1	-13	-18	-44	-13
CHRM1 antagonist	-16	0	-5	3	-5	2	-6	-14	-11	-2
CHO-K1 Ca PAM	14	-1	-4	-1	13	9	18	-16	6	-21
CHRM1 PAM	10	2	10	-2	7	-3	4	6	6	4
TAAR1 ag	13	12	7	5	0	5	4	1	-1	4
CHO-K1 Ca ag	0.1	0.8	0.4	0.0	-0.6	-0.1	1.3	0.2	0.9	2.6

#31 O=C(Cn1[nH]c(=O)c2ccccc2c1=O)N1CCN(S(=O)(=O)c2ccc(Cl)cc2)CC1
#32 NC(=O)C1(Nc2ccc(-c3ccc(Cl)cc3)cc2)CCCC1
#33 CCN1CCCC1CN(Cc1cc2ccc(C)cc2[nH]c1=O)C(=S)Nc1ccccc1C(=O)OC (stereo not given)
#34 CS(=O)(=O)N1CCN(C(=O)COc2ccc3ccccc3c2)CC1
#35 S=C(NCCCN1CCOCC1)NN=C1c2ccccc2-c2ccccc21
#36 Cc1cccc(CN2CCSCC2)c1
#37 c1ccc(Nc2cc(Nc3ccccc3)[nH]n2)cc1
#38 O=c1[nH]c(Cc2cccs2)nc2scc(-c3ccc(Cl)cc3)c12
#39 Cc1ccc2nc(SCC(=O)Nc3ccc(F)c([N+](=O)[O-])c3)[nH]c2c1
#40 COc1ccc(CC(=O)OCC(=O)Nc2cccc(Br)c2)cc1
Compound	31	32	33	34	35	36	37	38	39	40
CHO parental Ca	-18	/	-37	-12	/	-1	1	-1	-20	-12
CHO-K1 Ca antag	-17	-16	22	7	-12	3	-13	-2	2	10
CHRM1 agonist	-4	-3	-14	-1	-6	-7	-4	-4	-9	-1
TAAR1 antagonist	3	23	-8	-12	-3	-15	3	-31	4	-4
CHRM1 antagonist	-10	1	-10	-6	-2	-9	-16	7	2	2
CHO-K1 Ca PAM	6	5	-14	17	5	16	2	18	9	-6
CHRM1 PAM	7	-4	2	1	-1	5	-3	-1	-7	3
TAAR1 ag	4	3	0	2	4	11	2	6	5	5
CHO-K1 Ca ag	-0.1	1.0	0.1	0.6	-0.3	0.7	0.0	1.1	4.0	-0.5

#41 CCC(OC(=O)C1=Cc2ccccc2OC1)C(=O)NCc1ccco1 (stereo not given)
#42 Cc1ccn2cc(CCNC(=O)CC(C)(C)C)nc2c1
#43 COc1cc(NC(=O)COC(=O)CNC(=O)c2ccc(Cl)cc2)c(C)cc1[N+](=O)[O-]
#44 COc1ccc(N(CC(=O)NC2CCCC2)C(=O)Cn2nnc(-c3ccc(C)cc3)n2)cc1
#45 Cc1cccc(C)c1NS(=O)(=O)c1ccc(-c2cnc(C3CC3)o2)cc1
#46 CC(C(=O)Nc1ccc(Cl)cc1)c1ncc(C(F)(F)F)cc1Cl (stereo not given)
#47 CCOC(=O)c1c(NC(=O)CN2CCN(C(=O)c3ccco3)CC2)sc(C)c1C
#48 COC(=O)C1CCN(c2cc(Cl)nc(N)n2)CC1
#49 CCOc1ccccc1Nc1cc(C)nc2ccc(C)cc12
#50 COc1ccccc1NC(=O)COc1ccc(C(=O)NCc2ccccc2)cc1OC
#51 Cc1cc(OC(=O)c2ccc(C(C)(C)C)cc2)c([N+](=O)[O-])c(=O)[nH]1
Compound	41	42	43	44	45	46	47	48	49	50	51
CHO parental Ca	-19	-22	-22	-14	-5	-9	2	-2	0	-11	-7
CHO-K1 Ca antag	-2	-11	-8	5	-17	-13	2	-9	-9	-10	5
CHRM1 agonist	-6	-5	-7	-6	-1	-6	-2	-1	-7	-4	-1
TAAR1 antagonist	1	-26	-11	5	15	13	-18	2	-29	40	-1
CHRM1 antagonist	-2	2	-6	3	-2	-2	2	-5	5	2	13
CHO-K1 Ca PAM	13	16	15	-5	17	22	-10	-1	8	16	0
CHRM1 PAM	11	2	5	0	-1	-3	1	4	-2	1	-4
TAAR1 ag	3	0	0	5	-1	4	24	0	0	14	1
CHO-K1 Ca ag	3.2	0.2	1.3	0.2	8.3	2.5	0.0	1.0	1.5	4.7	4.1
